PERK inhibitor – human PERK inhibition, primary cell-based screen | inhibition, % at 5.6 µM | CHO PERK-DD fusion, SEAP luminescence translation reporter | Q9NZJ5 | 220,000 compounds, 0.17% hits | AID 1416;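 active = inhibition above the mean inhibition of all tested compounds plus 3 SD, set separately per screening campaign, cut at about 2.9% in these data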;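 note: PERK kinase domain activated by AP20187 dimerizer at 100 nM; 0% = DMSO with dimerizer and 100% = rapamycin at 8.4 µM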
Target sequence (Q9NZJ5 whole entry, looked up, the tested form may be a part): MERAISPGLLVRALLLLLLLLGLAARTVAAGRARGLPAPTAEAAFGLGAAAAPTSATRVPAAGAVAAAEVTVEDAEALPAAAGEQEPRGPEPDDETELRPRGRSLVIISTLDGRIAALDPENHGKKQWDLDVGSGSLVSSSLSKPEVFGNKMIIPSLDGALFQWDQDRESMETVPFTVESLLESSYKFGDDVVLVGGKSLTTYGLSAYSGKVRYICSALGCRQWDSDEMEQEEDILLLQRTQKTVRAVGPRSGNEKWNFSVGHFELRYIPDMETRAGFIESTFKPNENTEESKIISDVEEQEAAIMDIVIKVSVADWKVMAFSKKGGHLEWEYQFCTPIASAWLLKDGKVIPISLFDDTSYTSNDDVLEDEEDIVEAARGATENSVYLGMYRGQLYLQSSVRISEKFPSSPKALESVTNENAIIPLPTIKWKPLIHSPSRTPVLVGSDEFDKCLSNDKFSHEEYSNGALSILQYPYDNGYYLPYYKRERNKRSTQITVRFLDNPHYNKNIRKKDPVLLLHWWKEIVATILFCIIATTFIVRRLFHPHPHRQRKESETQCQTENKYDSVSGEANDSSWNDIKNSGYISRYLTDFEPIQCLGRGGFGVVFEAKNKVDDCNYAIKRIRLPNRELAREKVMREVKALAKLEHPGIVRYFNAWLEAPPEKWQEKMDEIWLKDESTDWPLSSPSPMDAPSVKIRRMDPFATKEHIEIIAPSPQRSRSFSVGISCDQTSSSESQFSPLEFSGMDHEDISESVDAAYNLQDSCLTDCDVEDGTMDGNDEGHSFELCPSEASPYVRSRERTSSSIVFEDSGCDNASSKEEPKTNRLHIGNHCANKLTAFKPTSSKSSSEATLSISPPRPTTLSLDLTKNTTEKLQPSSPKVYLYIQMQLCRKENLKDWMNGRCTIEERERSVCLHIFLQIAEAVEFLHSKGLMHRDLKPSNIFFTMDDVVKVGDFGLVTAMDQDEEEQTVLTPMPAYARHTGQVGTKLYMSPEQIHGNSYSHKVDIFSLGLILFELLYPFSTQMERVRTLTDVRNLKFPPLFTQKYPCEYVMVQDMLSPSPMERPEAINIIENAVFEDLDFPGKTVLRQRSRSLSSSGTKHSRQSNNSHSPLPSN
BaF3 parental – parental Ba/F3 viability inhibition as JAK2V617F counter-screen; CellTiter-Glo ATP luminescence; inhibition, % at 5.6 µM; 220,000 compounds, 1.1% hits;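 active = inhibition above a per-campaign cutoff, the mean inhibition of all tested compounds plus 3 SD, cut at about 27% in these data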;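 note: 0% = DMSO wells and 100% = JAK Inhibitor I control wells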
EP2 mod – EP2 receptor (human) modulation; P43116; EP2-expressing cells, cAMP HTRF FRET, PGE2 co-stimulation; induction, % at 25 µM; 260,000 compounds, 0.83% hits;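 active = compounds whose cAMP rise, as percent of the full-agonist control response, exceeds 60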;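 note: rat C6 glioma line stably carrying human EP2 under a CMV promoter; the protocol text gives 20 µM as final concentration; 100% = response of wells given 1 µM PGE2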
TRPN1 ag – agonists of zebrafish TRPN1 channel | HEK293 zebrafish TRPN1-YFP, Fluo-8 calcium fluorescence; 100% = response to 87 µM carbachol | activation, % at 3 µM | 220,000 compounds, 0.18% hits;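 active = activation above its plate's cutoff, the mean activation of test wells on that plate plus 3 SD, cut at about 19% in these data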;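 note: 0% = DMSO alone and 100% = 87 µM carbachol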
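Material: zebrafish TRPN1-YFP in HEK293 cells. Doses: one dose of 3 µM, 0.3% DMSO. Incubation: dye 1 h 37 °C plus 30 min RT. Measured by: intracellular calcium fluorescence with Fluo-8.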
S1P4 antagonist – human S1P4 receptor antagonism | O95977 | S1P4-expressing cells, antagonist mode, reporter read-out | inhibition, % at 4.98 µM | 220,000 compounds, 0.26% hits; in the data active = inhibition above about 29%;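 note: 0% = wells stimulated with agonist and 100% = vehicle wells without agonist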
Ba/F3 V617F tox – loss of viability in JAK2V617F-driven Ba/F3 cells | Ba/F3 EpoR-JAK2V617F viability, ATP luminescence | inhibition, % at 5.6 µM | 220,000 compounds, 1.1% hits | AID 1446;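 active = inhibition above the campaign mean plus 3 SD over all tested compounds, cut at about 24% in these data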;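 note: cytokine-independent growth of Ba/F3 cells driven by EpoR plus mutant JAK2; 0% = DMSO-treated cells and 100% = JAK inhibitor I control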
TRPML3 agonist – human mucolipin-3 channel agonism. Q8TDD5. HEK293 TRPML3-YFP, Fluo-8 calcium fluorescence; 100% = the carbachol control signal. activation, % at 3 µM. 220,000 compounds, 0.29% hits. AID 1448;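 active = activation above its plate's cutoff, the mean activation of the plate's test wells plus 3 SD, cut at about 12% in these data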;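 note: 0% = DMSO only wells and 100% = carbachol wells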
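Test system: HEK293 cells stably carrying human TRPML3-YFP; Doses: single dose, 3 µM final nominal compound, 0.3% DMSO final; Schedule: dye loading 1 h 37 °C then 30 min ambient, 125 s read; Technique: Fluo-8 calcium fluorescence; Benchmarks: high control carbachol 87 µM, low control DMSO.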
m-calpain inh – inhibitors of pig calpain II | 220,000 compounds, 0.37% hits | inhibition, % at 16 µM | purified calpain II, fluorogenic peptide substrate, 30 min;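 active = inhibition above about 50%, limit read from the data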
S1P4 agonist – activates the human S1P4 receptor; 220,000 compounds, 0.35% hits; activation, % at 4.98 µM; S1P4-expressing cell line, agonist reporter assay; AID 1509; in the data active = activation above about 11%;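 note: 0% = DMSO vehicle and 100% = reference agonist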
An asterisk follows results filed as active; nt = no result given; & = joins results of further samples.

Below each SMILES – PERK inhibitor	BaF3 parental	EP2 mod	TRPN1 ag	S1P4 antagonist	Ba/F3 V617F tox	TRPML3 agonist	m-calpain inh	S1P4 agonist
- CC(C)OC(=O)CN1C(=O)C(C)(C)Oc2ccc(C(=O)NC(C)(C)C)cc21
 : 0.1	2	-7&-11	0.3	3	1	-0.1	-22	-0.4
- COc1cc(C(=O)NCC2CCCO2)ccc1OCc1c(C)noc1C (centres undefined)
 : 0.0	8	-29	2.4	-20	2	0.6	-7	0.5
- O=C(N/N=C/c1ccccc1Cl)c1ccc(F)cc1
 : -0.5	0	-22	-1.2	-6	-2	-0.1	-42	1.3
- Cc1cc(C)c(C#N)c(SCC(=O)NC(C)(C)C)n1
 : -0.1	3	-10	0.8	-23	0	0.7	-13	-0.1
- COc1cccc(S(=O)(=O)NCC(=O)Nc2ccc(C(C)(C)C)cc2)c1
 : 0.3	1	-6	0.3	-5	0	-0.4	27	-0.3
- Cc1ccc(-c2noc(CCC(=O)NCc3ccc4c(c3)OCO4)n2)cc1
 : 0.9	4	16	-2.6	1	1	-0.1	-4	-0.5
- CC(C)CCOP(=O)(c1ccc(N(C)C)cc1)C(O)c1ccccn1 (centres undefined)
 : 0.0	4	6	-1.3	-1	0	0.6	-87	-0.1
- CC(=O)NC(CC(=O)Nc1nccs1)c1ccccc1 (centres undefined)
 : 0.4	2	7	0.9	6	-1	0.2	18	-0.1
- CC1CCN(C(=O)CSc2nnc(-c3ccncc3)n2C)CC1
 : 0.8	1	-2&-20	-1.1	-14	-3	1.1	-14	1.7
- CCn1c(N)c(C(=O)NCc2cccnc2)sc1=S
 : 0.4	2	22	-0.5	-28	2	0.4	7	1.4
- CCCC(CCC)=NNC(=O)CN(Cc1ccccc1)S(=O)(=O)c1ccccc1
 : -0.2	3	47	-0.5	-13	-3	0.5	13	-0.5
- Cc1ccc(OCC(=O)NNC(=O)C2CCCO2)c(C)c1 (centres undefined)
 : 0.2	3	21	0.7	9	4	0.6	20	-1.5
- Cc1cc(NC(=O)CSc2nc3c(c(=O)n2-c2ccc(Br)cc2)SCC3)no1
 : -1.0	8	4	-0.3	-17	6	0.2	-10	0.2
- O=C(CCN1CCOCC1)NNC(=O)/C(=C/c1ccccc1)NC(=O)c1ccccc1
 : 0.3	0	-5	-0.9	14	-2	0.0	-5	-0.1
- Clc1ccc(OCc2nc(-c3ccccn3)no2)c(Br)c1
 : 0.4	5	-27	-1.1	2	0	-1.0	-5	0.5
- O=C(CSc1nnnn1-c1ccccc1)N1CCc2ccccc21
 : 0.3	5	-10	0.2	-4	0	0.8	-15	-0.1
- Cc1cc(C)n(CC(=O)c2ccc(Br)cc2)c(=O)c1C#N
 : -1.4	1	48	-0.4	-10	-2	0.6	-2	2.4
- O=C(C1CCN(S(=O)(=O)c2cccc3nsnc23)CC1)N1CCc2ccccc2C1
 : -1.3	1	-38	3.9	-15	-2	3.5	-56	1.7
- Cc1nc2n(n1)C(c1ccccc1)C1=C(CC(c3ccco3)CC1=O)N2 (centres undefined)
 : 0.5	3	1	1.4	7	3	-0.3	-16	-0.3
- O=C(COC(=O)CNC(=O)c1ccccc1)Nc1ccccc1Cl
 : 0.4	0	21	0.9	-18	-4	-0.5	-8	1.2
- Cc1c(NC(=O)COC(=O)c2ccccc2Cl)c(=O)n(-c2ccccc2)n1C
 : 0.2	5	10	0.7	11	0	0.5	-10	0.4
- O=C(CCC1CCCCC1)Nc1nccs1
 : 0.7	6	-9	0.6	-4	-3	0.5	-16	126*
- Cc1cccc(NC(=O)COc2ccc(/C=C\c3[nH]c(=O)[nH]c(=O)c3[N+](=O)[O-])cc2)c1
 : 0.0	7	-85	1.0	-2	-2	0.7	-11	-0.8
- CN1CCN(C(=O)C2=C[C@@H](c3ccc(C(F)(F)F)cc3)C[C@@H](OCCCCO)O2)CC1
 : 0.8	1	-10	2.7	-5	3	0.4	15	1.0
- CCOC(=O)c1c(C)nc2c(c1-c1ccc(OC)c(OC)c1)C(=O)c1ccccc1-2
 : -0.7	3	22	-0.8	-17	-2	1.1	-39	0.7
- Cc1ccccc1-c1cc2nc(-c3ccc([N+](=O)[O-])cc3)cc(=O)n2[nH]1
 : -0.1	13	23	0.5	10	-1	1.0	-18	1.2
- Cc1c(C(=O)O)c(=O)n(-c2ccccc2)n1-c1ccccc1
 : 0.8	0	20	1.9	-24	-3	0.4	-17	-0.9
- Cc1ccc(/C=C2\SC(N3CCCC3)=NC2=O)cc1
 : 0.8	11	-4	-1.4	19	5	-0.8	22	-2.0
- Cc1ccc(S(=O)(=O)N2CCN(S(=O)(=O)N3CCCCC3)CC2)cc1
 : -0.2	0	22	-0.2	5	-6	0.5	-2	-0.7
- CCCS(=O)(=O)N1CCC(C(=O)NC2CCCC(C)C2C)CC1 (centres undefined)
 : 0.6	3	2	0.5	-15	0	1.1	-33	-0.3
- O=C(C1=C[C@@H](c2coc3ccccc3c2=O)C[C@@H](OCc2ccc(CO)cc2)O1)N1CCN(Cc2ccccc2)CC1
 : -0.1	0	-20	-3.0	4	7	-1.4	16	-1.6
- CC1(/[N+]([O-])=C\c2ccccc2F)CCCCC1=O (centres undefined)
 : -0.9	1	41	0.8	-5	-2	0.8	-13	1.2
- O=C(CCCOc1ccc(Cl)cc1Cl)Nc1cccnc1
 : 0.6	6	-26	-1.5	1	-1	-0.2	-10	2.3
- COc1ccc(CC(=O)N2CCN=C2SC)cc1
 : -1.7	1	14	0.5	-19	0	0.3	13	0.5
- CC(C)C(=O)Nc1ccc(C(=O)N2CCCCCC2)cc1
 : 0.8	5	-5	0.4	-14	-3	0.4	-10	0.3
- CCOc1ccc(/C=C2\SC(=S)N(N3C(=O)C4CC4C3=O)C2=O)cc1 (centres undefined)
 : 0.9	5	9	-0.2	14	-1	0.4	-131	-1.0
- COc1ccc(OCc2cn3c(C)cc(C)nc3n2)cc1
 : 0.4	3	27	0.0	-26	-1	0.6	-4	1.1
- CCN(CCNc1ccc(Cl)cc1[N+](=O)[O-])C(=O)c1cc([N+](=O)[O-])c(N(C)C)cc1OC
 : -0.2	1	3	1.4	0	-2	0.1	12	-0.5
- CN(c1ccc(OCc2nnc(-c3ccccc3)o2)cc1)S(=O)(=O)c1ccccc1
 : -0.6	4	-17	1.4	-11	-3	40*	29	-0.7
- COc1ccccc1NC(=O)CSc1nnc(-c2ccc(C)cc2)o1
 : -0.2	5	nt	1.0	-10	0	0.1	nt	1.7
- O=C(O)C1CC=CCC1C(=O)c1ccccc1 (centres undefined)
 : 1.4	2	12	0.1	-2	-3	1.1	20	0.0
- COC(=O)c1cc(NC(=O)Cc2ccc(OC)c(OC)c2)cc(C(=O)OC)c1
 : -0.4	4	11	0.1	-13	-3	-1.1	-28	1.2
- C=CCOc1ccc(/C=C2\SC(=S)N(CCC(=O)O)C2=O)cc1
 : 1.2	1	12	0.4	-9	-9	-0.1	21	0.8
- C/C(=N\NC(=O)COc1c(C)cccc1C)c1cccs1
 : 0.8	9	-33	2.0	7	1	1.4	-10	2.6
- COc1cccc(CN2C(=O)CCC2(C)C(=O)NC2CCCC2)c1 (centres undefined)
 : -1.1	3	13	-0.5	-24	3	-0.1	6	0.4
- COC(=O)Cc1[nH]nc2c1C(c1cc(OC)c(OC)c(OC)c1)C(C#N)=C(N)O2 (centres undefined)
 : 2.4	-4	13	2.7	8	-2	0.9	-22	2.1
- COc1cc2c(cc1NC(=O)C(C)Sc1nc3ccccc3n1C)oc1ccccc12 (centres undefined)
 : 0.3	0	-6	0.6	-33	-4	1.2	-32	1.5
- O=C(CN(Cc1ccco1)C(=O)Cn1nnc(-c2cccs2)n1)NCc1ccccc1
 : -0.2	3	0	0.3	8	0	-0.3	-8	1.6
- CC1CCC/C(=C\Nc2ccc(C(=O)O)cc2)C1=O (centres undefined)
 : 0.8	9	6	1.1	1	0	1.5	32	-1.0
- CC(=O)N=c1cccc(NC(C)=O)n1O
 : -1.2	5	15	0.3	-12	-2	1.5	-16	1.6
- C=CCN1C(=O)C2C(C(=O)NC3CCCCC3)C3C=CC2(O3)C1C(=O)NC1CCCC1 (centres undefined)
 : 0.3	-1	-7	-0.6	-4	0	0.5	-16	0.7
- CC(CNc1ccccc1O)C(=O)O (centres undefined)
 : 0.5	-4	10	0.4	1	-1	0.6	1	0.3
- CCOCCCN(Cc1cc2cc(C)cc(C)c2[nH]c1=O)C(=O)N(CC)CC
 : 0.6	5	15&12	0.2	10	-1	0.8	-7	-0.6
- CCNc1ccc(C(=O)OCC(=O)c2cc(C)n(Cc3ccc4c(c3)OCO4)c2C)cc1[N+](=O)[O-]
 : 1.3	5	1	0.6	0	1	0.4	-38	0.7
- O=C(c1ccc2c(c1)OCO2)C1CCCN(Cc2cccn2-c2cccnc2)C1 (centres undefined)
 : 0.3	2	-31	-0.7	-16	-3	0.6	-19	-0.1
- O=C(NCCN1CCOCC1)c1cccc(S(=O)(=O)N2CCCCCC2)c1
 : -0.1	4	18	1.4	-10	-2	-0.3	-15	1.9
- N#CC(c1ccccc1)c1cccc(Cl)n1 (centres undefined)
 : 0.1	1	12	-1.3	6	4	-0.6	27	0.9
- CCOC(=O)C(C)n1cnc2c(nnn2-c2ccc(C)cc2)c1=O (centres undefined)
 : 0.9	2	-7	2.0	-1	-2	0.6	14	1.6
- CN(Cc1ccccc1)C(=O)c1nc2ccccn2c1CN1CCCC1c1nccs1 (centres undefined)
 : 0.3	1	-14	-0.9	-4	4	0.2	-4	-0.1
- Cc1ccc(NC(=O)c2ccc3c(c2)OCCO3)cc1
 : 0.4	3	-1	-0.1	-19	1	-0.2	-4	-0.1

Continuation.
Below each SMILES – PERK inhibitor	BaF3 parental	EP2 mod	TRPN1 ag	S1P4 antagonist	Ba/F3 V617F tox	TRPML3 agonist	m-calpain inh	S1P4 agonist
- CCOc1ccc(S(=O)(=O)NN2Cc3ccccc3C2=N)cc1
 : 0.8	-2	-8	1.3	-2	-4	0.6	0	-1.4
- COc1ccc(N2CCN(C(=O)C3CCN(S(=O)(=O)N4CCOCC4)CC3)CC2)cc1
 : 0.3	4	9	-0.1	-7	1	0.4	-5	1.6
- CC1(C)CC(=O)c2cc(C(=O)N3CCCCC3)c(=O)n(-c3ccc(Cl)cc3)c2C1
 : 1.0	11	nt	-1.1	-16	2	1.5	nt	2.2
- CCCCNC(=O)CCn1c(=O)c2ccccc2n(Cc2cc(C)ccc2C)c1=O
 : 0.4	3	23	0.3	-18	-2	0.6	1	0.9
- COc1cc(NS(=O)(=O)c2ccc(NC(C)=O)cc2)cc(OC)c1
 : 0.4	7	5	1.1	-3	-3	1.0	-1	0.6
- O=[N+]([O-])c1ccc(C=Nc2ccc(Cl)c([N+](=O)[O-])c2)s1
 : -0.1	2	-28	0.7	-36	-3	0.2	-5	-2.5
- Cc1cc(C)n2nc(Nc3ccccc3)cc2n1
 : 1.0	3	1	-1.0	-6	0	0.0	-58	1.3
- COc1ccc(Cc2nnc(SCC(=O)N3CCCC(C)C3)o2)cc1 (centres undefined)
 : 1.1	0	-9&-31	-2.0	-4	-3	0.4	7	-0.9
- Cc1ccc(NC(=O)c2ccc(C(C)(C)C)cc2)cc1[N+](=O)[O-]
 : -0.2	2	43	-2.0	-10	0	0.5	13	0.7

Screening results deposited in PubChem by several laboratories.
